# Assay outcomes deposited in PubChem by several laboratories.
# IMP-1 inhibitor: blocks Pseudomonas aeruginosa IMP-1 metallo-beta-lactamase. purified IMP-1, nitrocefin hydrolysis, epi-absorbance fluorescence. AID 1556. inhibition, % at 5.6 µM. 290,000 compounds, 0.45% hits;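 active = inhibition above the mean plus 3 SD of all compounds in the same screening run, cut at about 4.5% in these data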;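 also: 0% = IMP-1 with DMSO and 100% = DMSO wells lacking enzyme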
#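 Material – recombinant IMP-1 enzyme, purified · Amount – IMP-1 0.2 nM before substrate addition · Medium – HEPES buffer pH 7.1 with ZnSO4 and Brij 35 · Timing – 25 °C, 15 min preincubation, 25 min reaction · Measured by – plate fluorescence quenching by hydrolysis product, ex 480/em 530 nm · Read-out – percent enzyme inhibition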
# IDE act: IDE (human) activation, cell-based. P14735. HEK cells, FAbeta-B cleavage, fluorescence polarization; 0% vehicle, 100% cell-free pure enzyme wells. activation, % at 5.96 µM. 340,000 compounds, 0.073% hits. AID 493087;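 active = activation above the mean of all tested compounds plus 3 SD, set per screening campaign, cut at about 17% in these data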
# FID counter: counter-screen for HCV NS3 helicase inhibitors: DNA intercalator displacement; DNA fluorescent intercalator displacement, fluorescence; inhibition, % at 7.9 µM; 290,000 compounds, 0.17% hits; AID 1845; in the data active = inhibition above about 37%;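 also: 0% = vehicle and 100% = reference compound; higher means more ethidium bromide displaced from hairpin DNA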
# IDE cell inh: inhibitors of human insulin-degrading enzyme in cells; P14735; 320,000 compounds, 0.41% hits; inhibition, % at 5.59 µM; HEK cells, FAbetaB cleavage, fluorescence polarization;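 active = percent inhibition above the average of all tested compounds plus 3 SD, set per screening campaign, cut at about 16% in these data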;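 also: IDE supplied by intact live HEK cells; FP after avidin binding of uncleaved biotin substrate so inhibition keeps polarization high; 0% = DMSO wells and 100% = 60 µM reference IDE inhibitor Ii1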
# pCIP destab: compounds decreasing mouse p/CIP protein stability; 290,000 compounds, 0.01% hits; F442A p/CIP-EGFP cells, EGFP fluorescence, 16 h; Q05BA5; decrease of EGFP signal, % at 10 µM;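 active = EGFP signal decrease of at least 30% at 10 µM or well 3 SD below plate mean, unless failing retest; inactive = the rest, including hits failing retest or dose response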; also: some compounds called inactive have numbers as strong as hits; many of its hits are not listed in these tables
# Target sequence (Q05BA5 1-1403): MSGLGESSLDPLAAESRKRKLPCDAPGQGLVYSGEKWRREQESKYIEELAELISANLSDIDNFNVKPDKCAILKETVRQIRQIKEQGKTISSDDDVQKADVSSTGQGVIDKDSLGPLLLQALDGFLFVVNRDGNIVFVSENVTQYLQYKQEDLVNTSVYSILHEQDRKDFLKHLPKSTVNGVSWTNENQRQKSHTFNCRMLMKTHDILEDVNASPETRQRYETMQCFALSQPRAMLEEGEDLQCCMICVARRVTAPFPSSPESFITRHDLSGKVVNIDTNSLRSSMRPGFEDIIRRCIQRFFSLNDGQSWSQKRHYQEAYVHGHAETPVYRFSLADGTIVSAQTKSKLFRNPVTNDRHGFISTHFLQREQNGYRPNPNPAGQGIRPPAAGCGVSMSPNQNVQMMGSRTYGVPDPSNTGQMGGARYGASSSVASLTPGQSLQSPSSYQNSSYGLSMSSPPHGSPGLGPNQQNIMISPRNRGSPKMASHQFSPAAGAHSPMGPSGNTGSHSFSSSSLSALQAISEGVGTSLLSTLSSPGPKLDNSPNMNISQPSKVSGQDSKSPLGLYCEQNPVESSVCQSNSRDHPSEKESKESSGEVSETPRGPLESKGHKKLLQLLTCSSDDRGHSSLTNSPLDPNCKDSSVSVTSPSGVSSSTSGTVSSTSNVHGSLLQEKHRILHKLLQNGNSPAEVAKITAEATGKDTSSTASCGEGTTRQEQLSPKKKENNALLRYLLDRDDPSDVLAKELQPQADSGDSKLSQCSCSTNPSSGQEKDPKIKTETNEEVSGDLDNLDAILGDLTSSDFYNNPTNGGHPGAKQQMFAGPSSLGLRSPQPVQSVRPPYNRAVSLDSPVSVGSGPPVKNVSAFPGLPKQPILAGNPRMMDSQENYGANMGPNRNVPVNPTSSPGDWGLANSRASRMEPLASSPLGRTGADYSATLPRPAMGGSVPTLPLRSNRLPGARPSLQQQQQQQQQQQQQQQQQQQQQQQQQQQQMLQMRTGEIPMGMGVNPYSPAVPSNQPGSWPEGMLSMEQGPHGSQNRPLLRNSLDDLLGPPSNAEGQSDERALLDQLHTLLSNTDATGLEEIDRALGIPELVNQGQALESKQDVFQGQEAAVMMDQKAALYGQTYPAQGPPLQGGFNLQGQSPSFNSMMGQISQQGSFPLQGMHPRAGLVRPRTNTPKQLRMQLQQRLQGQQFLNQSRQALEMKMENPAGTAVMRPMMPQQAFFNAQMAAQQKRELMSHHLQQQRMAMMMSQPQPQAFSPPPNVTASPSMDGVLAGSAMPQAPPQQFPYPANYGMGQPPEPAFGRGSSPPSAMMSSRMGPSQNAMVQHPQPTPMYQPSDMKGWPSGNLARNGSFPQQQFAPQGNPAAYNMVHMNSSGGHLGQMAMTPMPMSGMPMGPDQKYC
# SUMO HTRF inh: SUMOylation inhibition | P63279 | HTRF SUMOylation assay, SAE1/SAE2 + UBC9, in vitro | inhibition, % at 35 µM | 290,000 compounds, 0.36% hits; in the data active = inhibition above about 50%, passing the limit was not always enough; also: strong numbers were not always called active
# VIM-2 inhibitor: inhibitors of Pseudomonas aeruginosa VIM-2 metallo-beta-lactamase. purified VIM-2, nitrocefin hydrolysis, epi-absorbance fluorescence. inhibition, % at 5.6 µM. 290,000 compounds, 0.89% hits;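 active = inhibition above the mean of all tested compounds plus 3 SD, cutoff set per screening run, cut at about 7.5% in these data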;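 also: red hydrolysis product quenches plate fluorescence so inhibitors raise well fluorescence; 0% = enzyme with DMSO and 100% = DMSO without enzyme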
# NS3 helicase inh: inhibitors of Hepatitis C virus NS3 helicase | inhibition, % at 10.9 µM | 290,000 compounds, 0.56% hits | NS3 helicase DNA unwinding, Cy5 molecular beacon fluorescence;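 active = inhibition above the mean of all tested compounds plus 3 SD, set per campaign, cut at about 35% in these data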;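 also: 0% = DMSO wells and 100% = thioflavine S control wells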
#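 System: Hepatitis C virus NS3 helicase domain fragment enzyme | Reagent: Annealed dual-labelled DNA beacon duplex, ATP-started | Compound dosing: 10.9 µM single point, 0.8% DMSO | Incubation: 1 h reaction at 25 °C, ATP-initiated | Technique: Cy5 fluorescence | Evaluation: Percent inhibition from t60/t0 fluorescence ratio | Benchmarks: Low DMSO, high thioflavine S at 110 µM | Replication: Singlicate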
# M18AAP inhibitor: blocks P. falciparum M18 aspartyl aminopeptidase; recombinant PfM18AAP, H-Glu-NHMec fluorogenic cleavage; inhibition, % at 7.35 µM; 290,000 compounds, 1.2% hits;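 active = inhibition above the campaign mean inhibition over all tested compounds plus 3 SD, cut at about 28% in these data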;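 also: 0% = plate median of test compound wells and 100% = 2 mM ZnCl2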
# * hit, by the source's call; . = not tested or not shown.
SMILES,IMP-1 inhibitor,IDE act,FID counter,IDE cell inh,pCIP destab,SUMO HTRF inh,VIM-2 inhibitor,NS3 helicase inh,M18AAP inhibitor
CC(=O)c1ccccc1OCC(O)CN1CCN(c2ccccn2)CC1 (stereo not given),0.7,5.6,14.8,-1.4,18.3,.,3.9,29.4,13.9
Cc1ccc(Nc2nc(C(=O)N3CCC(C(=O)NC(C)C)CC3)cs2)cc1,-3.3,1.1,-38.4,0.3,-15.9,2.1,-2.4,4.5,-3.3
CCOC(=O)N1CCN(S(=O)(=O)c2ccc3c(c2)CCN3C(=O)CC)CC1,-0.4,-1.1,3.5,1.7,-3.2,-8.1,-0.7,-0.4,2.4
CCOc1ccccc1CN1CCC(N2CCC(C(=O)NC3CC3)CC2)CC1,2.4,-2.7,11.0,0.0,3.2,6.0,1.1,4.6,-4.2
O=c1c2c3nc4ccccc4nc3n(Cc3ccccc3)c2ncn1Cc1ccco1,-2.0,-1.8,-33.9,.,-8.6,30.0,3.6,31.2,-16.9
CCOC(=O)c1ccc(NC(=O)Nc2cc(C)cc(C)n2)cc1,-1.7,.,1.2,4.1,-2.3,2.1,-1.9,15.2,-0.6
CCOC(=O)c1sc(NC(=O)CSc2nnc(C(C)C)n2CC)nc1C,-3.7,-0.8,-25.8,-0.3,-5.5,15.9,-0.3,5.4,-7.4
CCN1CCCC1CNC(=O)c1cc(COc2ccc(C)c(C)c2)on1 (stereo not given),-0.9,-0.4,24.2,3.3,1.0,-5.3,-3.6,-36.6,2.9
Cc1ccc(-c2c(=O)n(O)c3ccccc3[n+]2[O-])cc1,-4.9,4.2,-3.1,.,-9.3,15.5,-1.6,2.9,8.9
COc1c(OC(C)=O)ccc(/C=C/c2ccc3ccccc3n2)c1[N+](=O)[O-],-1.0,-5.8,2.4,7.4,-1.8,-15.2,0.3,-1.1,19.4
CCCOc1ccc(C(=O)Nc2ccc3c(c2)OCCO3)cc1,-4.9,3.1,-22.8,4.9,-12.6,10.3,-3.2,11.2,5.8
CCOc1ccc(Nc2nc(Cc3nnc(SCC(=O)c4ccc(C)c(C)c4)o3)cs2)cc1,-2.5,3.9,-5.8,0.1,-12.2,-7.3,-6.0,1.2,3.5
CCOC(=O)Cn1c(C)cc(=O)c2cccc(C)c21,-0.1,0.9,-1.5,1.1,3.8,-0.9,-0.3,-0.5,-1.9
CCOc1cc(S(=O)(=O)n2cc(-c3ccc(F)cc3)c(N)n2)cc(OCC)c1OCC,-1.7,0.3,-24.0,-0.2,-5.1,-35.4,-0.5,-0.7,-5.2
O=C1[C@@H]2[C@H](C(=O)N1Cc1ccco1)[C@H]1C=C[C@@H]2C1,-2.7,-3.4,-7.9,10.3,-9.6,27.7,-4.0,22.6,-5.9
CCC1=NNc2cccc3c(OC)ccc1c23,-4.0,.,1.9,-2.8,-13.0,59.3*,-0.1,2.5,5.0
Cc1cc(C)n(CCc2nc(-c3ccc(C)o3)cs2)n1,-1.7,-13.3,-6.9,-4.3,-0.9,-1.1,-6.2,4.9,-122.9
CCCNC(=O)C1CC(=O)N(c2ccc(OCC(=O)Nc3cccc(C)c3C)cc2)C1 (stereo not given),-4.0,2.7,-26.9,2.7,-7.6,7.0,-1.5,-3.4,-7.9
CC1CN(C(=O)CCC(=O)N2CCCCC2)c2cc(Cl)ccc2O1 (stereo not given),-2.2,9.0,-26.9,0.2,6.7,5.1,-1.7,-1.6,4.0
O=C1/C(=N\O)Cc2ccccc21,0.0,0.1,1.4,4.6,-24.6,19.6,2.2,-8.0,-5.1

# Only NS3 helicase inh, for some of the entries so far:
Structure | NS3 helicase inh
CC1CN(C(=O)CCC(=O)N2CCCCC2)c2cc(Cl)ccc2O1 (stereo not given) | -1.6
O=C1/C(=N\O)Cc2ccccc21 | -8.0

# (further entries)
SMILES,IMP-1 inhibitor,IDE act,FID counter,IDE cell inh,pCIP destab,SUMO HTRF inh,VIM-2 inhibitor,NS3 helicase inh,M18AAP inhibitor
CC(C)(C)c1ccc2c(c1)OC(C(=O)N/N=C\c1ccncc1)CO2 (stereo not given),-2.7,2.1,-16.8,10.9,-18.2,14.3,-1.4,-1.1,-8.9
Cc1c(/C=N/Nc2ccc(F)cc2)c(O)n(C)c(=O)c1C#N,-3.8,4.4,1.4,5.3,-4.4,16.1,-1.7,4.2,12.9
CCOc1ccc(CCNC(=O)Cc2nn[nH]n2)cc1OCC,-3.2,3.6,-5.2,-4.5,-1.1,-2.6,-1.2,-1.1,-8.1
Cc1ccc(/C=N/N(C)C2=NS(=O)(=O)c3ccccc32)o1,-3.0,.,-0.5,-2.9,-3.2,11.4,-0.5,-0.1,-2.2
Cc1ccc(NC(=O)CSc2nnc(C)c(=O)n2N)c(C)c1,-2.1,4.9,-3.7,-6.0,-19.2,0.4,-1.9,9.6,-14.4
O=C(CN1C(=O)c2ccccc2C1=O)N1CCCCC1,-3.2,8.7,-0.2,1.8,0.1,16.2,-2.5,6.7,-0.4
COC(=O)c1c(C)oc2cc(Br)c(OCC(=O)C(C)(C)C)cc12,-3.6,7.1,-8.2,1.5,-15.0,-9.6,-1.1,9.7,-5.4
Cn1c2c(c3ccccc31)CCSC2=O,-1.4,-2.5,0.8,4.2,-1.9,5.2,0.1,0.0,-2.6
O=C(NCc1ccccc1)C1=C[C@@H](c2coc3ccccc3c2=O)C[C@@H](OCc2ccc(CO)cc2)O1,-2.8,-0.1,-37.1,3.7,-15.1,-23.4,-3.5,2.9,5.1
CCOC(=O)c1c(CC(C)C)csc1NC(=O)C(C)C,-1.5,-5.6,2.4,-3.6,5.3,-21.4,-4.3,-5.4,3.5
CC(C)Cc1ccc(C(C)C(=O)Nc2cccnc2)cc1 (stereo not given),-7.0,-1.6,-11.8,10.3,-25.7,9.3,-2.1,-9.0,7.1
Nc1ccc(-c2nc3ccc([N+](=O)[O-])cc3[nH]2)cc1,-3.2,3.9,9.2,-2.7,-3.2,3.0,-4.0,3.4,4.9
CCOc1ccc2c(c1)nc(NCCCO)n2Cc1ccccc1,-1.2,-0.1,5.6,-2.6,-4.8,-3.6,-0.5,2.0,-7.0
Cc1ccc(S(=O)(=O)N2CCN(c3ccnc4cc(Cl)ccc34)CC2)cc1,-0.4,-12.7,-10.6,2.1,-9.5,-11.3,10.2*,-25.3,-1.9
CCN(CC)S(=O)(=O)c1ccc(Cl)c(C(=O)Nc2cccnc2)c1,-4.1,1.5,-10.0,3.5,-8.9,2.8,-3.4,6.8,0.9
COc1nc(NCCO)nc(Nc2ccccc2F)n1,-2.1,3.5,-0.7,-4.3,2.1,9.0,-2.9,-8.2,2.6
COc1cccc(N2CCN(CC(=O)NCc3cccs3)CC2)c1,1.0,-0.2,-12.8,2.9,5.4,6.7,-6.0,0.7,4.9
COc1ccc(OC)c(C(=O)CCCC(=O)c2cc(OC)ccc2OC)c1,-1.2,0.2,-27.5,-0.8,-3.1,-0.2,0.4,0.5,1.6
CCc1nn(CC(=O)N2CCN(CC)CC2)c(=O)c2cccn12,-2.5,9.1,-3.7,2.0,3.1,9.9,-0.5,6.8,1.1
Cc1ccc(-c2nnc(NCc3ccccc3)c3ccccc23)cc1,-3.2,-3.6,0.2,-3.2,-8.5,-0.8,-4.2,4.3,-7.1

# Arranged by count of non-hydrogen atoms (smallest number first): 5 of the compounds above
SMILES,IMP-1 inhibitor,IDE act,FID counter,IDE cell inh,pCIP destab,SUMO HTRF inh,VIM-2 inhibitor,NS3 helicase inh,M18AAP inhibitor
O=C(CN1C(=O)c2ccccc2C1=O)N1CCCCC1,-3.2,8.7,-0.2,1.8,0.1,16.2,-2.5,6.7,-0.4
Cc1ccc(/C=N/N(C)C2=NS(=O)(=O)c3ccccc32)o1,-3.0,.,-0.5,-2.9,-3.2,11.4,-0.5,-0.1,-2.2
Cc1c(/C=N/Nc2ccc(F)cc2)c(O)n(C)c(=O)c1C#N,-3.8,4.4,1.4,5.3,-4.4,16.1,-1.7,4.2,12.9
CCOc1ccc(CCNC(=O)Cc2nn[nH]n2)cc1OCC,-3.2,3.6,-5.2,-4.5,-1.1,-2.6,-1.2,-1.1,-8.1
CC(C)(C)c1ccc2c(c1)OC(C(=O)N/N=C\c1ccncc1)CO2 (stereo not given),-2.7,2.1,-16.8,10.9,-18.2,14.3,-1.4,-1.1,-8.9

# Other entries:
SMILES,IMP-1 inhibitor,IDE act,FID counter,IDE cell inh,pCIP destab,SUMO HTRF inh,VIM-2 inhibitor,NS3 helicase inh,M18AAP inhibitor
O=C(Nc1nnc(-c2cccs2)s1)c1cccc(F)c1,1.2,6.8,-1.6,0.7,-10.3,6.2,-3.1,-1.1,5.1
Cn1c(=O)cc(N2CCN(C(=O)c3ccco3)CC2)[nH]c1=O,1.1,5.5,-0.4,1.9,9.8,-0.9,0.0,-2.7,16.5
Cc1ccc2nc(-c3cccc(Br)c3)cc(C(=O)NCC3CCCO3)c2c1 (stereo not given),-1.4,3.6,-32.0,-2.6,-9.4,13.6,-0.6,-19.6,-7.2
CCOC(=O)c1c(C)n(C)c2ccc(OCC(O)Cn3nc(C)c(Br)c3C)cc12 (stereo not given),-2.6,4.7,-30.0,4.6,3.8,-14.1,1.7,-15.2,-2.2
COc1cc(C(=O)NC(=S)Nc2ccc3c(c2)C(=O)N(C)C3=O)cc(OC)c1OC,-0.4,1.4,-1.2,3.1,-4.4,-0.9,-0.6,-4.5,-5.5
O=C1c2ccccc2C(=O)c2c1cccc2N1CCOCC1,-1.9,2.7,7.2,-1.2,0.3,-2.9,1.2,6.2,-3.1
Cc1ccc(NC(=O)C2CCCN2C(=O)OCc2ccccc2)cc1C (stereo not given),-2.0,-3.9,-26.2,-0.1,-7.4,6.0,-1.5,-5.8,1.2
CC(=O)c1ccc(NC(=O)C2Cc3ccccc3CN2C(=O)c2ccccc2)cc1 (stereo not given),-3.5,11.5,-27.7,-2.6,-3.0,7.2,-3.1,-4.6,-0.5
Cc1ccc(-c2csc(/C(C#N)=C/Nc3ccccc3SC(F)(F)F)n2)c(C)c1,0.6,-0.2,-6.8,-2.6,7.8,-12.5,2.3,-0.4,5.7
COc1ccc(NC(=O)CN2C(=O)/C(=C3\SC(=S)N(C4CCS(=O)(=O)C4)C3=O)c3ccccc32)cc1 (stereo not given),0.1,.,-6.4,9.1,-3.2,36.3,-1.0,3.6,3.8
Cc1ccc(C(=O)Nc2ccc(NC(=O)c3cccs3)cc2)cc1[N+](=O)[O-],-2.2,-2.0,3.0,-0.7,-17.8,8.3,-1.8,-5.6,-16.1
CCOC(=O)c1ccc(NC(=S)NNC(C)(C)C)cc1,-4.5,.,-1.6,-0.2,-20.0,9.4,-3.5,8.9,-1.6
